Bioassay records (PubChem BioAssay)
AmpC inh detg: qHTS Inhibitors of AmpC Beta-Lactamase (assay with detergent). P00811. AmpC hydrolysis of nitrocefin, absorbance 480 nm, 0.01% Triton. AID 485294, 2010. Potency, µM (doses to about 114 µM), for inactives: top-dose activity change, negative = inhibition, hits mostly inhibitors. 0.041% of 370,000 active;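 further: potency means the concentration at half of the fitted maximal effect; 0% = no-compound wells and -100% = no-enzyme wells; nearly all actives have a fitted effect of over 25% in size; some results filed as inactive show a strong effect at the top dose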
Target sequence (P00811 whole entry, looked up): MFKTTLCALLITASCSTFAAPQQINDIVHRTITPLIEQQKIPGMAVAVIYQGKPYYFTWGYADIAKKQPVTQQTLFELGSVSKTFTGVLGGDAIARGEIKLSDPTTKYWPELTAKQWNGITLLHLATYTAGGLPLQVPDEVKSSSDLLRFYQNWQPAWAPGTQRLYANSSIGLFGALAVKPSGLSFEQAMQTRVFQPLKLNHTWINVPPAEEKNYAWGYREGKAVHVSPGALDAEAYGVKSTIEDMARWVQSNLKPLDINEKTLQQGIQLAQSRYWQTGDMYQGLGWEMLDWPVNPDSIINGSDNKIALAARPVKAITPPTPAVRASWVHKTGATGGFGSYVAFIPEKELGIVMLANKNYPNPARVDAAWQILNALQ
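AmpC (5.3 nM in the dispensed reagent) in 20 mM phosphate pH 7.0 with 0.01% (detergent screen) or 0.0001% Triton X-100 was preincubated with compounds for 15 min at room temperature. Nitrocefin was then added from an 800 uM solution, and hydrolysis was followed at 480 nm.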
FBPA Giardia inh: qHTS Assay for Inhibitors of Fructose-1,6-bisphosphate Aldolase from Giardia Lamblia; A8B2U2; purified Giardia FBPA; Potency, µM (series often up to 59.6 µM), inactives show at the top dose activity, negative = inhibition, most hits filed as inhibitors; 0.71% of 290,000 active; AID 2451, 2010; further: potency means the concentration at half of the fitted maximal effect; nearly all actives have a fitted effect of over 55% in size
Target sequence (A8B2U2 whole entry, looked up): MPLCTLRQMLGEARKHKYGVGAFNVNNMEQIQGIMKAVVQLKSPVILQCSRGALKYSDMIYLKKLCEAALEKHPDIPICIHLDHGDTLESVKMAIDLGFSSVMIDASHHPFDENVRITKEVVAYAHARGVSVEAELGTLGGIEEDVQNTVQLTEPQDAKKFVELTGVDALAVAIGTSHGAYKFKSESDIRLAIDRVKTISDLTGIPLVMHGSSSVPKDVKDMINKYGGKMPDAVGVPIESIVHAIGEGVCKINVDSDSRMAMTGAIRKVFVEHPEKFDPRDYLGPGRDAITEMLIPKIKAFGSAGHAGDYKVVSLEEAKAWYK
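40 nM FBPA preincubated 10 min at RT with compound (up to 57.5 uM final), then substrate plus GAPDH/TPI/NAD/arsenate coupling and diaphorase/resazurin added. Fluorescence read after 20 min at RT, 525/598 nm.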
AmpC no deterg: qHTS Inhibitors of AmpC Beta-Lactamase (assay without detergent) | P00811 | AmpC nitrocefin hydrolysis, absorbance 480 nm, 0.0001% Triton | Potency, µM (titrated, usually from 57.1 µM), for the others: top-dose activity change, negative = inhibition, actives largely listed as inhibitors | 0.52% of 330,000 active;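 further: potency means the concentration at half of the fitted maximal effect; plate controls were no compound for no effect and no enzyme for full effect; nearly all actives have a fitted effect of over 20% in size; some results filed as inactive show a strong effect at the top dose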
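AmpC (5.3 nM in the dispensed reagent) in 20 mM phosphate pH 7.0 with 0.01% (detergent screen) or 0.0001% Triton X-100 was preincubated with compounds for 15 min at room temperature. Nitrocefin was then added from an 800 uM solution, and hydrolysis was followed at 480 nm.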
Sm TGR inh: qHTS Assay for the Inhibitors of Schistosoma Mansoni Peroxiredoxins; Potency, µM (doses to about 114 µM), without a hit: at the top dose activity change, negative = inhibition, most hits filed as inhibitors; Schistosoma mansoni thioredoxin glutathione reductase (TGR), Q962Y6; AID 485364, 2010; purified TGR, DTNB reduction, TNB absorbance 405 nm; 3% of 360,000 active; further: potency means the concentration at half of the fitted maximal effect; nearly all actives have a fitted effect of over 60% in size
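Kinetic colorimetric format: TGR-catalysed, NADPH-driven DTNB reduction monitored via TNB absorbance. Enzyme dispensed at 20 nM; compound exposure 15 min at room temperature before reaction start.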
AMA1 RON2 block: qHTS for Inhibitors of AMA1-RON; Towards Development of Antimalarial Drug Lead: Primary Screen; AlphaScreen AMA1-biotinylated RON2 peptide binding; Potency, µM (titrated, usually from 58.2 µM), for inactives: at the highest dose activity change, negative = inhibition, usual class: inhibitors; 0.2% of 360,000 active; AID 720542, 2013;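 further: potency means the concentration at half of the fitted maximal effect; 0% = vehicle wells and -100% = peptide control; nearly all actives have a fitted effect of over 45% in size; some results filed as inactive show a strong effect at the top dose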
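AMA1 (3D7) with his tag at 25 nM final met compounds first, then biotinylated RON2 peptide at 25 nM; detection used donor plus acceptor beads, 10 µg/mL apiece, read by AlphaScreen after 30 min at room temperature.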
HCMV antiviral: qHTS Assay for inhibitors of the human cytomegalovirus (HCMV); HFF cells, HCMV-luciferase reporter, 72 h; active compounds read low; activity change, negative = inhibition, % at 57.5 µM; 4.5% of 410,000 active; AID 1259415, 2018; in the data active means activity change below about -60%; inconclusive means no clear call, values can overlap the other calls; inactive means above about -39%
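Inhibition of viral replication was scored as loss of reporter luminescence in HFFs infected with HCMV-luciferase (MOI 1 PFU/cell) for 72 h; compounds tested at 2 doses, normalized to buffer and Salinomycin controls.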
* = called active by the depositor; & = joins results of further samples; [ ] = another dose, or the depositor's remark. Unless noted, the call rests on the fitted dose curve; in most records, active means well fitted curve in the direction sought with a large enough effect; inconclusive means small, poorly fitted or top-dose-only effect, or another doubt; inactive means no such curve, though single readings can be large; an effect the other way counts as inactive or inconclusive. Unless noted, on the % scale 0 is the no-effect control and ±100 the full control effect.

For Cc1nnc(SC(C)C(=O)NC2CCCCC2)s1 (stereo not drawn) the results were AmpC inh detg inconclusive, AmpC no deterg -3%, Sm TGR inh -1%, AMA1 RON2 block -6% and HCMV antiviral -8.
For Nc1nccnc1C(=O)N/N=C/c1ccco1 the results were AmpC inh detg 6%, FBPA Giardia inh -7%, AmpC no deterg -15%, Sm TGR inh inconclusive, AMA1 RON2 block 44%[activator] and HCMV antiviral 61.
CCc1ncc(C(=O)c2ccc(OC)cc2)n1C was read as AmpC inh detg inconclusive, FBPA Giardia inh 1%, AmpC no deterg -4%, Sm TGR inh 16%, AMA1 RON2 block 31%[activator] and HCMV antiviral -5.
For Cc1cccc(NS(=O)(=O)c2ccc3c(c2)NC(=O)CC(=O)N3)c1 the results were AmpC inh detg inconclusive, FBPA Giardia inh -1%, AmpC no deterg -20%, Sm TGR inh -11%, AMA1 RON2 block 5% and HCMV antiviral -8.
Screening CCCCOc1ccc2c(C)cc(=O)oc2c1OCCCC returned AmpC inh detg -1%, FBPA Giardia inh 0%, AmpC no deterg 30%, Sm TGR inh -10%, AMA1 RON2 block 10% and HCMV antiviral 6.
For Cc1c(C(=O)Nc2ccccc2F)sc2ncnc(N(C)C3CCCCC3)c12 the results were AmpC inh detg -5%, Sm TGR inh -1% and HCMV antiviral -9.
Screening COc1ccc(-c2cc(N)n(S(=O)(=O)c3ccc(C)cc3)n2)c(OC)c1 returned AmpC inh detg -7%, FBPA Giardia inh -2%, AmpC no deterg -22%, Sm TGR inh 1%, AMA1 RON2 block -6% and HCMV antiviral -23.
CC(C)C(=O)N(c1ccc(F)cc1)C1C=CS(=O)(=O)C1 (stereo not drawn) was read as AmpC inh detg -1%, FBPA Giardia inh -2%, AmpC no deterg -19%, Sm TGR inh -2%, AMA1 RON2 block -9% and HCMV antiviral -28.
`C=CCn1c(SCC(=O)NCc2ccc3c(c2)OCO3)nc2scc(-c3ccc(F)cc3)c2c1=O` gave AmpC inh detg -6%, FBPA Giardia inh 3%, AmpC no deterg -11%, Sm TGR inh 0%, AMA1 RON2 block -6% and HCMV antiviral 1.
Screening Cc1ccc(N(CC(=O)NC(C)C)C(=O)CCC(=O)Nc2ccccn2)cc1 returned AmpC inh detg 1%, FBPA Giardia inh 1%, AmpC no deterg -14%, Sm TGR inh -7%, AMA1 RON2 block -12% and HCMV antiviral -27.
`O=S(=O)(Nc1ccncc1)c1ccc(Cl)cc1` gave AmpC inh detg inconclusive, FBPA Giardia inh 4%, AmpC no deterg -6%, Sm TGR inh 8%, AMA1 RON2 block inconclusive and HCMV antiviral 7.
Screening COc1ccc(NC(=O)Cn2nc([N+](=O)[O-])c(Cl)c2C)cc1OC returned AmpC inh detg -3%, FBPA Giardia inh 0%, AmpC no deterg -13%, Sm TGR inh 2%, AMA1 RON2 block 2% and HCMV antiviral 18.
`Cc1nc2c(=O)n(-c3ccc(F)cc3F)nc(C)c2s1` gave AmpC inh detg 5%, FBPA Giardia inh 5%, AmpC no deterg -8%, Sm TGR inh 10%, AMA1 RON2 block 6% and HCMV antiviral -8.
`Cc1ccccc1OCC(=O)Nc1ccc2oc(=O)ccc2c1` gave AmpC inh detg 6%, FBPA Giardia inh 1%, AmpC no deterg -17%, Sm TGR inh 0%, AMA1 RON2 block 13% and HCMV antiviral -1.
For CCOc1cc(/C=C2\SC(=N)N(c3nccs3)C2=O)ccc1OCCN1CCOCC1 the results were AmpC inh detg inconclusive, FBPA Giardia inh inconclusive, AmpC no deterg 227%[activator], Sm TGR inh 4%, AMA1 RON2 block 72%[activator] and HCMV antiviral -70*.
Screening CCCc1cc(=O)[nH]c2nnc(SCC(=O)Nc3ccc(OC)cc3)n12 returned AmpC inh detg -1%, Sm TGR inh -1% and HCMV antiviral -27.
For COc1ccc(CC(=O)NCCc2csc(-c3ccc(Cl)cc3)n2)cc1 the results were AmpC inh detg 10%, Sm TGR inh 6% and HCMV antiviral -40.
O=C(O)c1ccc(S(=O)(=O)N2CCC(c3nc(-c4ccccc4Cl)no3)CC2)cc1 was read as AmpC inh detg -12%, FBPA Giardia inh 10%, AmpC no deterg 13%, Sm TGR inh -9%, AMA1 RON2 block -1% and HCMV antiviral 28.
For Cc1ccccc1-c1nnc(-c2ccccc2C)o1 the results were AmpC inh detg 0%, FBPA Giardia inh -2%, AmpC no deterg -23%, Sm TGR inh -5%, AMA1 RON2 block 3% and HCMV antiviral 88.
CCc1cccc(NC(=O)COc2ccccc2)c1 was read as AmpC inh detg -1%, FBPA Giardia inh -1%, AmpC no deterg -29%, Sm TGR inh -2%, AMA1 RON2 block 9% and HCMV antiviral -24.

Part of the list above in order of count of non-hydrogen atoms, lowest first:
Screening CCCCOc1ccc2c(C)cc(=O)oc2c1OCCCC returned AmpC inh detg -1%, FBPA Giardia inh 0%, AmpC no deterg 30%, Sm TGR inh -10%, AMA1 RON2 block 10% and HCMV antiviral 6.
`Cc1ccccc1OCC(=O)Nc1ccc2oc(=O)ccc2c1` gave AmpC inh detg 6%, FBPA Giardia inh 1%, AmpC no deterg -17%, Sm TGR inh 0%, AMA1 RON2 block 13% and HCMV antiviral -1.
Screening CCCc1cc(=O)[nH]c2nnc(SCC(=O)Nc3ccc(OC)cc3)n12 returned AmpC inh detg -1%, Sm TGR inh -1% and HCMV antiviral -27.

Back to the main list; the three compounds before the break are reprinted first.
O=C(O)c1ccc(S(=O)(=O)N2CCC(c3nc(-c4ccccc4Cl)no3)CC2)cc1 was read as AmpC inh detg -12%, FBPA Giardia inh 10%, AmpC no deterg 13%, Sm TGR inh -9%, AMA1 RON2 block -1% and HCMV antiviral 28.
For Cc1ccccc1-c1nnc(-c2ccccc2C)o1 the results were AmpC inh detg 0%, FBPA Giardia inh -2%, AmpC no deterg -23%, Sm TGR inh -5%, AMA1 RON2 block 3% and HCMV antiviral 88.
CCc1cccc(NC(=O)COc2ccccc2)c1 was read as AmpC inh detg -1%, FBPA Giardia inh -1%, AmpC no deterg -29%, Sm TGR inh -2%, AMA1 RON2 block 9% and HCMV antiviral -24.
CCc1ccc2nc(N3CCN(C(=O)c4ccco4)CC3)sc2c1 was read as AmpC inh detg 0%, Sm TGR inh 0% and HCMV antiviral -19.
For O=C(COC(=O)c1ccccc1Br)Nc1ccc(F)cc1 the results were AmpC inh detg -3%, FBPA Giardia inh -9%, AmpC no deterg inconclusive, Sm TGR inh 1%, AMA1 RON2 block -3% and HCMV antiviral -12.
For COc1cccc(C2c3[nH]c4ccccc4c3CCN2Cc2cnn(C)c2)c1 (stereo not drawn) the results were AmpC inh detg -5%, FBPA Giardia inh -19%, AmpC no deterg 63%[activator], Sm TGR inh -13%, AMA1 RON2 block -11% and HCMV antiviral 4.
Screening Cc1ccc(/C=C/C(=O)c2c(C)cc(C)[nH]c2=O)cc1 returned AmpC inh detg -2%, FBPA Giardia inh 0%, AmpC no deterg -27%, Sm TGR inh -27%, AMA1 RON2 block 4% and HCMV antiviral -98*.
Screening CCCCCC(O)(c1ccccc1)C(CN1CCOCC1)c1ccccc1 (stereo not drawn) returned AmpC inh detg -4%, FBPA Giardia inh -21%, AmpC no deterg 193%[activator], Sm TGR inh 12%, AMA1 RON2 block -12% and HCMV antiviral -60*.
c1ccc2c(c1)OCCOCCOCCOCCOCCOc1ccccc1OCCOCCOCCO2 was read as AmpC inh detg -1%, FBPA Giardia inh 2%, AmpC no deterg 291%[activator], Sm TGR inh -5%, AMA1 RON2 block -9% and HCMV antiviral -98*.
O=[N+]([O-])c1nn(-c2ccc3c(c2)OCCO3)n(O)c1=NC1CCCC1 was read as AmpC inh detg 3%, FBPA Giardia inh -3%, AmpC no deterg -12%, Sm TGR inh 9%, AMA1 RON2 block -4% and HCMV antiviral 7.
`COC(=O)C1=C(c2cccc(C#N)c2)C[C@@H]2CC[C@H]1N2C(=O)N1CCCC1` gave AmpC inh detg 4%, AmpC no deterg 0%, Sm TGR inh -1%, AMA1 RON2 block -7% and HCMV antiviral -26.
Screening O=C(COC(=O)c1cccs1)Nc1ccc(Cl)cn1 returned AmpC no deterg -26%, AMA1 RON2 block 10%[11.6 µM] and HCMV antiviral -15.
`Cc1cccc(NC(=O)Cn2cc(C(=O)c3ccccc3)c3ccccc32)c1` gave AmpC inh detg 4%, Sm TGR inh 9% and HCMV antiviral -80*.
For O=C(CSc1nnc(-c2n[nH]c3ccccc23)n1-c1ccccc1)Nc1cccc(Cl)c1 the results were AmpC inh detg 4%, FBPA Giardia inh 0%, AmpC no deterg -27%, Sm TGR inh 8%, AMA1 RON2 block 0% and HCMV antiviral -73*.
`Cc1cccc(C(=O)NC2CC3CCCC(C2)N3S(=O)(=O)c2ccccc2)c1` (stereo not drawn) gave AmpC inh detg 2%, FBPA Giardia inh 0%, AmpC no deterg -1%, Sm TGR inh -2%, AMA1 RON2 block 8% and HCMV antiviral -31.
Cc1ccc(CNC(=O)c2cnn(-c3cccc(C)c3)c2C2CCN(C(=O)OC(C)(C)C)CC2)cc1 was read as AmpC inh detg 18%, Sm TGR inh 7% and HCMV antiviral 0.
COc1ccc(C(=O)Nc2ccc3nc(N4CCCCC4)cc(C)c3c2)cc1OC was read as AmpC inh detg 3%&-2%, FBPA Giardia inh 6%, AmpC no deterg -49%, Sm TGR inh 0%&-16%, AMA1 RON2 block -16% and HCMV antiviral -29&-31.
Screening Cc1ccc(S(=O)(=O)N(C)CC(=O)OCC(=O)NC(c2ccccc2)c2ccccc2)cc1 returned AmpC inh detg 4%, FBPA Giardia inh -3%, AmpC no deterg 40%, Sm TGR inh 2%, AMA1 RON2 block -10% and HCMV antiviral inconclusive.
`COc1ccc(N2CCN(C(c3cccc(OC)c3OC)c3nnnn3C3CCCC3)CC2)cc1` (stereo not drawn) gave AmpC inh detg -2%, FBPA Giardia inh inconclusive, AmpC no deterg 83%[activator], Sm TGR inh -16%, AMA1 RON2 block inconclusive and HCMV antiviral -22.
Screening CCOC(=O)c1c(SCC(=O)Nc2nc3ccc(C)cc3s2)nc(=O)[nH]c1C returned AmpC inh detg 2%, Sm TGR inh -2% and HCMV antiviral 13.
`CCc1cccc(NC(=O)C(Cc2ccccc2)NS(=O)(=O)c2ccc3c(c2)oc(=O)n3C)c1` (stereo not drawn) gave AmpC inh detg -3%, Sm TGR inh 2% and HCMV antiviral -2.
CCCNc1nc(Cl)nc(NCc2cccnc2)n1 was read as AmpC inh detg 8%, FBPA Giardia inh -2%, AmpC no deterg -7%, Sm TGR inh -7%, AMA1 RON2 block 8% and HCMV antiviral 14.
Screening CN(C)CCN=Cc1c(O)n(-c2cccc3ccccc23)c(=O)[nH]c1=O returned AmpC inh detg -8%, FBPA Giardia inh 8%, AmpC no deterg -41%, Sm TGR inh -2%, AMA1 RON2 block 51%[activator] and HCMV antiviral 15.
